pPAFAH inh – pPAFAH (human) enzyme inhibition | AID 463082 | 330,000 compounds, 1.5% hits | recombinant pPAFAH, FP-rhodamine probe fluorescence polarization | inhibition, % at 3.39 µM | Q13093;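 active means inhibition above the mean inhibition across the screen plus 3 SD, cut at about 25% in these data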;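 further: inhibitors block binding of the rhodamine activity-based probe so polarization drops; 0% = enzyme with DMSO and 100% = wells lacking pPAFAH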
PREPL inh – inhibits the human prolyl oligopeptidase-like enzyme | recombinant PREPL, fluorescence polarization activity-based probe | 320,000 compounds, 0.68% hits | inhibition, % at 5.96 µM; in the data active means inhibition above about 43%;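 further: 0% = enzyme with DMSO and 100% = wells lacking enzyme; many of its hits are not listed in these tables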
PAFAH1B2 FP inh – PAFAH1B2 (human) inhibition; inhibition, % at 3.39 µM; P68402; AID 492953; recombinant PAFAH1B2, FP-rhodamine activity probe, fluorescence polarization; 340,000 compounds, 1.2% hits;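 active means inhibition above the mean of all tested compounds plus 3 SD, cut at about 24% in these data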;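 further: 0% = enzyme with DMSO and 100% = wells lacking PAFAH1B2; many of its hits are not listed in these tables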
Target sequence (P68402 whole entry, looked up): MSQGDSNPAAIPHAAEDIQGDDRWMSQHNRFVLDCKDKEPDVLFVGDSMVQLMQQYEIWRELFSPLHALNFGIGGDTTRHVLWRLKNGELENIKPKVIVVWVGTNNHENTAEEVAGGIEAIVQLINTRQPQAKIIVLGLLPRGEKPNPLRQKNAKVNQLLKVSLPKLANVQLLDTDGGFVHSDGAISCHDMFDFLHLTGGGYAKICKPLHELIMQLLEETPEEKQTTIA
PAFAH2 FP inh – inhibitors of human PAFAH2. Q99487. recombinant PAFAH2, FP-rhodamine activity probe, fluorescence polarization. inhibition, % at 3.39 µM. 340,000 compounds, 0.99% hits;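 active means inhibition above the mean over all tested compounds plus 3 SD, cut at about 30% in these data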;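 further: inhibitors block probe labeling of enzyme so polarization drops; 0% = enzyme with DMSO and 100% = wells lacking PAFAH2 protein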
PAFAH1B3 FP inh – PAFAH1B3 (human) inhibition; Q15102; recombinant PAFAH1B3, FP-rhodamine probe, fluorescence polarization; inhibition, % at 3.39 µM; 340,000 compounds, 0.28% hits; AID 492972;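 active means inhibition above the screen-wide average of all tested compounds plus 3 SD, cut at about 25% in these data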;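 further: 0% = enzyme with DMSO only and 100% = wells lacking PAFAH1B3 protein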
Target sequence (Q15102 whole entry, looked up): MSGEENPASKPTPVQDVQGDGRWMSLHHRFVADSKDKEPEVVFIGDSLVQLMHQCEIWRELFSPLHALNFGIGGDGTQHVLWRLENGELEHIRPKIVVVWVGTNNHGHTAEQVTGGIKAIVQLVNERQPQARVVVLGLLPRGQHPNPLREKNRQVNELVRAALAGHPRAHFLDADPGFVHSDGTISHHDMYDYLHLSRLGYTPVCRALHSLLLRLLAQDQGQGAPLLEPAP
ZTA counter – ZTA (EBV) inhibition in EBNA-1 counter-screen; P03206; ZTA-DNA binding, fluorescence polarization; inhibition, % at 11 µM; 320,000 compounds, 0.15% hits; AID 2234; in the data active means inhibition above about 33%
Target sequence (P03206 whole entry, looked up): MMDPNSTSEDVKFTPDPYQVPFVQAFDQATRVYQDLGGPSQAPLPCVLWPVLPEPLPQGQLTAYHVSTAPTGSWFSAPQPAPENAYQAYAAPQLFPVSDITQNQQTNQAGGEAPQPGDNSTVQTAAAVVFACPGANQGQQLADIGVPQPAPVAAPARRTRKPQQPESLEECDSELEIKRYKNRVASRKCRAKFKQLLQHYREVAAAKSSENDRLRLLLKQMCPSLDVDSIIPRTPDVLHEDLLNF
EBNA-1 inhibitor – blocks EBNA-1 binding to DNA; EBNA-1 DNA binding, fluorescence polarization; inhibition, % at 14.8 µM; 300,000 compounds, 0.34% hits; in the data active means inhibition above about 28%
LYPLA1 inh – counter-screen for PME1 inhibitors: inhibitors of human LYPLA1; recombinant LYPLA1, FP-Rh probe fluorescence polarization; inhibition, % at 5.9 µM; O75608; AID 2174; 320,000 compounds, 0.16% hits;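 active means inhibition above the mean of all tested compounds plus 3 SD, set per campaign, cut at about 14% in these data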;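 further: inhibitors block serine hydrolase probe labeling of LYPLA1 so polarization falls; 0% = enzyme with DMSO and 100% = wells lacking LYPLA1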
Target sequence (O75608 whole entry, looked up): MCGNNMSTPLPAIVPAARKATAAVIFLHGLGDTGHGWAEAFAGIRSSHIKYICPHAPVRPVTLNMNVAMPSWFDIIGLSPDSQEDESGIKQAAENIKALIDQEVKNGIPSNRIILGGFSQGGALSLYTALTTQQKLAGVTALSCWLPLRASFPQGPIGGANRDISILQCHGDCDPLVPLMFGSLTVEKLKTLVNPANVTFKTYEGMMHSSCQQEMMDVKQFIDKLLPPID
LYPLA2 counter – LYPLA2 (human) inhibition in PME1 counter-screen; recombinant LYPLA2, FP-Rh probe fluorescence polarization; AID 2177; 320,000 compounds, 0.38% hits; inhibition, % at 5.9 µM; O95372;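 active means inhibition above the screen-wide mean plus 3 SD, limit set per campaign, cut at about 26% in these data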;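 further: 0% = LYPLA2 with DMSO and 100% = wells lacking LYPLA2 enzyme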
An asterisk follows results filed as active; . = no result given.

SMILES	pPAFAH inh	PREPL inh	PAFAH1B2 FP inh	PAFAH2 FP inh	PAFAH1B3 FP inh	ZTA counter	EBNA-1 inhibitor	LYPLA1 inh	LYPLA2 counter
Cc1ccc(NC(=O)/C(=C\c2cccc([N+](=O)[O-])c2)NC(=O)c2cccs2)cc1	0	0	5	0	-4	20	9	-8	-3
O=C(NN=C1CCCCC1)NC1CCCCC1	7	18	4	-2	11	-15	10	2	0
O=C(O)c1cc([N+](=O)[O-])cc2c1nnn2O	6	-2	-4	0	7	7	2	3	0
COC(=O)CCC(=O)OC1(C)C(=O)C=C2C=C(C3CC3)N(C3CCCC3)C=C2C1=O (configuration not stated)	8	15	0	-2	7	7	6	1	2
O=S(=O)(N/N=C\C=C\c1ccccc1)c1ccccc1	-2	-8	3	5	-1	3	-3	1	3
COC1(OC)C(=N/O)/C(=N\O)CCC1O (configuration not stated)	2	-3	0	-3	6	0	3	-1	2
CCOC(=O)CN1CC23C=CC(O2)C(C(=O)Nc2ccc4c(c2)OCO4)C3C1=O (configuration not stated)	1	-5	-3	1	-2	12	7	-1	6
CNc1nc(C)c(C(=O)OCc2ccccc2)s1	20	13	2	-7	2	-2	-10	4	11
CCC(=O)Nc1ccc(C(=O)NNC(=O)Cc2ccccc2)cc1	5	21	1	12	7	-23	-12	1	9
Cc1csc(SCC(=O)c2c(N)n(CC(C)C)c(=O)n(C)c2=O)n1	1	8	10	-2	8	10	4	2	-2
C=CCN1C(=O)C(=O)N(CC(=O)c2ccc3c(c2)CCCC3)C1=O	4	7	5	1	6	4	.	3	8
O=C(CCCN1C(=O)C(c2ccccc2)Oc2cccnc21)Nc1ccccc1Cl (configuration not stated)	1	0	0	-3	1	-13	-3	1	2
CCN(CC(=O)Nc1ccc(NC(C)=O)cc1)C(=O)C12CC3CC(CC(Cl)(C3)C1)C2	-2	4	12	-3	-1	3	0	2	5
CC(Sc1nc2c(c(=O)[nH]1)CCCC2)C(=O)Nc1ccccc1C#N (configuration not stated)	-3	-4	6	-6	4	5	-2	1	2
CCC1Oc2ccc(C)cc2N(CC(=O)N(Cc2ccncc2)Cc2ccco2)C1=O (configuration not stated)	2	7	0	-2	-8	-10	6	-1	6
CC(C)(C)NS(=O)(=O)c1ccc(CCC(=O)N2CCCC2)cc1	10	-5	5	-5	2	17	12	-4	-2
Cc1ccc(NC(=O)c2sc(N)nc2C)cc1	4	7	3	0	2	9	18	1	-7
Cc1ccc(Cc2cnc(N3C(=N)SC(C)C3=O)s2)cc1 (configuration not stated)	25*	5	75*	13	-6	-1	0	-2	-3
COc1cc(C2CC(=O)Oc3cc(C)c(Br)c(C)c32)cc(OC)c1OC (configuration not stated)	8	.	4	3	6	.	.	.	.
O=C(c1cncs1)N1CCCC(CNS(=O)(=O)c2cccs2)C1 (configuration not stated)	1	7	-1	0	0	-2	-6	0	1
COc1ccc(C)cc1-n1nnnc1SCc1nc2ccccc2c(=O)[nH]1	-14	-32	3	1	3	-6	5	-4	-7
O=C1OCC(c2ccccc2)=C1c1ccccc1[N+](=O)[O-]	-1	-16	4	11	0	-11	-7	3	3
COc1ccc(S(=O)(=O)Nc2cccc3c2O[C@H](CN(C)C(=O)NC2CCCCC2)[C@@H](C)CN([C@H](C)CO)C3=O)cc1	3	8	6	4	5	.	.	.	.
COc1cc(C(=O)NCCc2ccc3c(c2)OCCO3)ccc1OCC(=O)N1CCOCC1	5	3	7	-7	5	-14	11	0	0

Compound profiles, as listed above.
O=C(O)c1cc([N+](=O)[O-])cc2c1nnn2O is listed as pPAFAH inh: 6; PREPL inh: -2; PAFAH1B2 FP inh: -4; PAFAH2 FP inh: 0; PAFAH1B3 FP inh: 7; ZTA counter: 7; EBNA-1 inhibitor: 2; LYPLA1 inh: 3; LYPLA2 counter: 0
COc1cc(C(=O)NCCc2ccc3c(c2)OCCO3)ccc1OCC(=O)N1CCOCC1 is listed as pPAFAH inh: 5; PREPL inh: 3; PAFAH1B2 FP inh: 7; PAFAH2 FP inh: -7; PAFAH1B3 FP inh: 5; ZTA counter: -14; EBNA-1 inhibitor: 11; LYPLA1 inh: 0; LYPLA2 counter: 0

(continued)
SMILES	pPAFAH inh	PREPL inh	PAFAH1B2 FP inh	PAFAH2 FP inh	PAFAH1B3 FP inh	ZTA counter	EBNA-1 inhibitor	LYPLA1 inh	LYPLA2 counter
Cc1nc(SCC(=O)Nc2cc(S(=O)(=O)N3CCOCC3)ccc2Cl)nc(C)c1C	1	-15	6	2	8	-5	.	-3	3
O=C(COc1cccc(C(F)(F)F)c1)Nc1ccc(S(=O)(=O)N2CCCC2)cc1	-1	-19	1	3	-5	-2	-2	-9	-11
Cc1oc(-c2ccccc2)nc1CS(=O)CC(=O)NC1CCCC1 (configuration not stated)	0	5	-1	7	-2	10	3	1	1
Cc1ccc(-c2nc3ncccc3n2O)cc1	3	0	6	3	0	-4	-5	3	-2
CCOC(=O)C1CCN(Cc2cc(C(C)C)c(O)c(C(C)C)c2)CC1	0	-2	5	8	9	-13	0	-2	0
COc1ccc(CCNC(=O)CCCN2C(=O)c3ccccc3C2=O)cc1	2	-26	.	.	.	5	9	1	2
Cn1c(COc2ccc(Cl)cc2)nnc1SCC(=O)NC1CCCCC1	5	34	10	-5	2	1	-2	0	2
C=CCNC(=O)NC(=O)COC(=O)/C(C#N)=C/c1cc(C)n(CCC(C)C)c1C	1	-2	-1	0	11	16	3	-2	-4
CCOc1ccc(NC(=O)c2cccc(OC(=S)N3CCOCC3)c2)cc1	6	-4	6	-3	8	-9	5	-2	2
CCn1ccnc1[C@@H]1C[C@H]2CN(c3ccccc3OC)C(=O)[C@]23CCCN13	6	-8	4	-7	2	-9	-3	5	-1
O=c1cc(CN2CCN(c3ccc(F)cc3)CC2)nc2sccn12	4	29	-4	-3	12	2	15	-4	2
O=C(CCCCn1c(=S)[nH]c2ccsc2c1=O)NCc1ccc2c(c1)OCO2	-2	7	8	-1	6	15	-9	-1	-5
CC(C)CN1CCNC(=O)C1CC(=O)NCCCN1CCCc2ccccc21 (configuration not stated)	2	31	0	-11	2	-4	-13	1	-2
COc1ccc(OC)c(NC(=O)CCN2CCC(C)CC2)c1	5	7	4	7	4	20	10	2	-2
CCOc1ccccc1/C=c1\sc2nc(-c3ccco3)nn2c1=O	12	15	3	14	-2	9	-4	-2	1
Cc1ccc(S(=O)(=O)ON=C2CCN(S(=O)(=O)c3ccccc3)CC2)cc1	0	-5	1	-2	-5	6	3	-2	-2
CC(=O)N1CCN(C(=S)c2ccc(N(C)C)cc2)CC1	7	7	-2	3	7	8	2	-3	1
COc1ccc(C)cc1-n1nnnc1SCC(=O)N1CCC(C(=O)Nc2nccs2)CC1	6	13	10	-5	4	2	-6	0	2
Cc1ccc(NC(=O)C2CCN(C(=O)[C@@H]3Cc4ccccc4CN3)CC2)cc1	0	4	-2	7	3	4	-12	-2	-7
CC(=O)c1c(C)nc(C)nc1NC(=O)C(C)C	2	4	-1	-2	2	-17	1	-1	1
C=CCNCCCCOc1ccc(OCc2ccccc2)cc1	-4	-4	5	-2	3	-3	9	1	-2
Cc1ccc(C(=O)Nc2ccccc2C(=O)O)cc1S(=O)(=O)NCc1ccccc1	-11	-5	-3	-6	1	-12	-10	-2	-11
O=C(CN(C(=O)CNS(=O)(=O)c1ccccc1)C1CCCC1)NCc1ccco1	-1	22	-2	6	6	0	4	1	4
C/C(=N\NC(=O)CCc1c[nH]c2ccccc12)c1ccc([N+](=O)[O-])cc1	5	32	7	0	6	-10	5	0	1
COc1ccc([C@@H]2[C@@H]3C(=O)N(C(C)(C)C)C(=O)[C@@H]3[C@]3(Cc4ccccc4)C(=O)N(c4ccc(OC)cc4)C(=O)N23)cc1	4	2	1	10	4	9	-3	-5	1
CN(C)CCNC(=O)C(=O)NCC1CCCN1S(=O)(=O)c1cccs1 (configuration not stated)	6	13	-2	-1	-4	2	2	2	6
Cc1c(C)c2ccc(OCC(=O)Nc3ccccc3C(N)=O)cc2oc1=O	2	6	-1	5	12	15	-6	0	-6
Cc1c(C)n(C(=O)CN2CCN(c3ccccc3)CC2)c2ccccc12	0	12	6	6	-2	4	-5	5	4
O=C(Nc1ccc(N2CCCC2)cc1)c1ccc([N+](=O)[O-])cc1Cl	-5	2	0	-12	6	2	-14	1	-7
COc1cc2c(cc1OC)CN(C(=O)c1sc(-c3cnccn3)nc1C)CC2	-3	17	6	4	-11	-7	0	2	2
COc1cccc(C(=O)N(CN2CCCC2=O)c2cccc(Cl)c2)c1	-7	-5	5	1	12	-17	-12	2	-10
CCCCN1CC(O)=C(c2nc(-c3ccc(Br)cc3)cs2)C1=N	0	2	2	7	2	6	-3	-2	2
CCc1nnc(NC(=O)CC(CN(C)S(=O)(=O)c2ccccc2)c2ccccc2)s1 (configuration not stated)	5	0	3	-6	-3	-8	-6	4	4
Cc1c(NC(=O)CSc2n[nH]c(=O)n2-c2ccccc2)c(=O)n(-c2ccccc2)n1C	8	-8	6	5	2	-1	4	0	4
CCc1ccc(N2CC(C(=O)NCc3ccc4c(c3)OCO4)CC2=O)cc1 (configuration not stated)	2	7	0	0	-1	12	9	0	0
C#CCOCCOCCOCCNc1nc(N2CCN(C(=O)[C@H](Cc3cc4ccccc4[nH]3)n3cc([C@@H](N)CC(C)C)nn3)CC2)nc(N2CCN(C(=O)[C@H](Cc3cc4ccccc4[nH]3)n3cc([C@@H](N)CC(C)C)nn3)CC2)n1	12	69*	0	-1	1	26	13	-1	-2
CCc1c(C)nc2ncnn2c1N1CCC(C(=O)N2CCN(c3ccc(F)cc3)CC2)CC1	4	23	2	-3	2	0	7	0	20
Cc1nn(CC(=O)NC2CCS(=O)(=O)C2)c(C)c1S(=O)(=O)N(C)C (configuration not stated)	7	9	0	7	8	-12	.	5	7
O=C(O)c1cc(NC(=O)c2ccc3c(c2)C(=O)N(Cc2cccnc2)C3=O)cc(C(=O)O)c1	6	0	-1	-6	-5	0	3	-1	-5
CN(C)S(=O)(=O)c1ccc(/C(O)=C2/C(=O)C(=O)N(Cc3cccnc3)C2c2cccs2)cc1 (configuration not stated)	1	0	6	0	5	-1	-8	-2	-5
O=C(c1ccc(Cl)c(S(=O)(=O)N2CCCC2)c1)N1CCN(c2ccccc2)CC1	3	27	-4	-1	0	-16	-2	1	5
O=C(CS(=O)(=O)Cc1ccccc1)Nc1ccc(Cl)cn1	18	-6	9	61*	1	-8	-5	1	-3
Cc1ccccc1-n1ncc2c(SCC(=O)N3c4ccccc4CC3C)ncnc21 (configuration not stated)	5	1	1	2	13	12	-1	0	1
CC1(C)N=C(N)N=C(N)N1c1ccc(F)cc1F	2	17	7	2	2	-31	-11	-1	-2
Fc1ccc2[nH]c3c(N4CCN(c5ccccc5)CC4)ncnc3c2c1	10	62*	0	14	4	-3	-6	0	1
COc1ccccc1NC(=O)c1sc2nc(Cc3ccccc3)cc(C(F)(F)F)c2c1N	12	2	-1	-1	-9	9	0	-3	-8
Cc1ccc(NC=C(S(=O)(=O)c2ccccc2)S(=O)(=O)c2ccccc2)cc1	3	-2	5	1	3	-12	-4	-3	-6
CC(NC(=O)COC(=O)c1ccccc1SCC(=O)N1CCCC1)c1ccccc1 (configuration not stated)	6	-9	2	51*	1	12	10	0	3
Cc1cccc(OCCOc2ccccc2C=C(C#N)C#N)c1	5	28	-8	-10	-19	15	5	-8	-7
COc1ccc(C(CNC(=O)COc2ccc(Cl)cc2C)N2CCCCC2)cc1 (configuration not stated)	1	17	-2	-1	6	10	7	-2	-4

Only part of the results is shown (hit frequency here may not be typical).
